# KDM4E inh: JMJD2E (human) inhibition; B2RXH2; JMJD2E catalytic domain, FDH-coupled NADH fluorescence (FDH is formaldehyde dehydrogenase); Potency, µM (doses to about 57.1 µM), for the others: at the top dose activity change, negative = inhibition, hits mostly inhibitors; 1.6% of 230,000 active; AID 2147; active = well fitted inhibition curve with a large enough effect, not every such curve was filed as active; inconclusive = small, poorly fitted or top-dose-only effect, or another doubt; inactive = no such curve, though single readings can be large or run the other way;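 also: 0% = wells with enzyme and -100% = buffer wells without enzyme; nearly all actives have a fitted effect of over 50% in size; many of its hits are not listed in these tables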
# Target sequence (B2RXH2 1-337 limits assumed): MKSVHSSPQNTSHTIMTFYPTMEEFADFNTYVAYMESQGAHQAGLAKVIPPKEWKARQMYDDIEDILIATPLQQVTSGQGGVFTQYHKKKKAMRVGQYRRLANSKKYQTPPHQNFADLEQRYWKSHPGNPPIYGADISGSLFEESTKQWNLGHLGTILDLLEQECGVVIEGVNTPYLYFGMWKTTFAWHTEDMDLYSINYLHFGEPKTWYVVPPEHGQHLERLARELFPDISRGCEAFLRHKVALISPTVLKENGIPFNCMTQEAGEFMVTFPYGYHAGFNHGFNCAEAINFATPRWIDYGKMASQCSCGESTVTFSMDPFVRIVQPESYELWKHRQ
# RECQ1 helicase: blocks DNA unwinding by human RECQ1. P46063. RECQ1 DNA unwinding, red fluorescence kinetic read. Potency, µM (series often up to 57.3 µM), without a hit: at the highest dose activity, negative = inhibition, hits mostly inhibitors. 0.54% of 240,000 active. AID 2549;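 also: plate controls were vehicle for no effect and no enzyme for full effect; nearly all actives have a fitted effect of over 30% in size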
#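 RECQ1T1 50 nM; forked duplex (20 bp + 30-nt ss tails) 200 nM, ATP 2 mM final; pH 8.0, 2 mM MgCl2, 2.5 ug/ml poly(dI-dC); 15 min compound preincubation; discontinuous kinetic read over 2 h at RT.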
# IMPase Li cell: membrane-permeable IMPase blocker, potentiated with lithium | CHO-M1 cells, IP1 TR-FRET (IP-One), carbachol + lithium | Potency, µM (series often up to 59.4 µM), without a hit: at the highest dose activity, negative = IMPase inhibition, most hits filed as inhibitors | 0.35% of 210,000 active;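 also: IP1 builds up when IMPase is blocked and the TR-FRET signal falls; plate controls were basal vehicle for no effect and high inhibitor control for full effect; nearly all actives have a fitted effect of over 50% in size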
#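 CHO cells stably expressing M1 receptor (2000/well, cultured 16–30 h) treated 30 min at 37C with compound plus low lithium. Cytosolic IP1 by TR-FRET (665/620 ratio and 620 channel) after 10 min lysis; AC50 by Hill fit.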
# Epigenetic reg: derepresses silenced GFP reporter in murine cells; 0.2% of 280,000 active; Potency, µM (doses to about 53.9 µM), for inactives: top-dose GFP activation, most hits filed as activators; murine LDR cells, GFP reporter derepression, 30 h; also: % of control where 0% means no effect; nearly all actives have a fitted effect of over 60% in size
#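 GFP-positive cell count by laser-scanning cytometry (objects 20–120 um) after 30 h, 37 C compound exposure of murine LDR cells; reporter is CMV-GFP integrated at a silenced locus, inducible by HDAC or DNMT inhibitors.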
# NPSR antagonist: neuropeptide S receptor (human) antagonism, cAMP | 1% of 220,000 active | CHO-NPSR cells, cAMP TR-FRET, antagonist mode | Q6W5P4 | Potency, µM (highest dose often 38.3 µM), inactives show at the highest dose activity change, negative = inhibition, usual class: inhibitors; also: % is scaled to controls: 0 for no effect and ±100 for the full control effect; nearly all actives have a fitted effect of over 50% in size; many of its hits are not listed in these tables
# Target sequence (Q6W5P4 whole entry, looked up): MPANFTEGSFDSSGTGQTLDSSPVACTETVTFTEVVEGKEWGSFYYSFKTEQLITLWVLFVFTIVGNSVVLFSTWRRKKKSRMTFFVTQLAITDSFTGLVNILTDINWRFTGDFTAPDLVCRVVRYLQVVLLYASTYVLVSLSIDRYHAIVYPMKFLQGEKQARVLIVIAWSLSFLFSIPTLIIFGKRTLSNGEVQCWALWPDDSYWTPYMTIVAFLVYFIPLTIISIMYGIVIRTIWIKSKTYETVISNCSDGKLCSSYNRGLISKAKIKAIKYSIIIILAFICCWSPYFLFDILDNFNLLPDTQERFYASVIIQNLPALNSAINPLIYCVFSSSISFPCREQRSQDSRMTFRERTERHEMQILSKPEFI
# KinaseGlo FLuc: counter-screen: inhibitors of Kinase-Glo firefly luciferase; Kinase-Glo luciferase, ATP luminescence, 8 min; 0.28% of 200,000 active; Potency, µM (doses to about 38.3 µM), without a hit: top-dose activity change, negative = inhibition, actives largely listed as inhibitors; AID 1379; also: % is scaled to controls: 0 for no effect and ±100 for the full control effect; nearly all actives have a fitted effect of over 60% in size
#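 Substrate mix (final 50 mM imidazole pH 7.2, 50 mM KCl, 7 mM MgCl2, 10 uM ATP, 0.01% Tween 20, 0.05% BSA) plus pin-tool compound, then Kinase-Glo detection mix; 8 min ambient, luminescence read.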
# RGS12 GoLoco inh: RGS12 GoLoco-Gai1 interaction inhibition. Gai1:RGS12 GoLoco peptide FP, rhodamine, 10 min. Potency, µM (titrated, usually from 61.6 µM), for the others: at the highest dose activity, negative = inhibition, hits mostly inhibitors. 0.44% of 230,000 active; active = well fitted inhibition curve with a large enough effect, not every such curve was filed as active; inactive = no such curve, though single readings can be large or run the other way; also: % is scaled to controls: 0 for no effect and ±100 for the full control effect; nearly all actives have a fitted effect of over 30% in size; many of its hits are not listed in these tables
# Target sequence (P63096 whole entry, looked up): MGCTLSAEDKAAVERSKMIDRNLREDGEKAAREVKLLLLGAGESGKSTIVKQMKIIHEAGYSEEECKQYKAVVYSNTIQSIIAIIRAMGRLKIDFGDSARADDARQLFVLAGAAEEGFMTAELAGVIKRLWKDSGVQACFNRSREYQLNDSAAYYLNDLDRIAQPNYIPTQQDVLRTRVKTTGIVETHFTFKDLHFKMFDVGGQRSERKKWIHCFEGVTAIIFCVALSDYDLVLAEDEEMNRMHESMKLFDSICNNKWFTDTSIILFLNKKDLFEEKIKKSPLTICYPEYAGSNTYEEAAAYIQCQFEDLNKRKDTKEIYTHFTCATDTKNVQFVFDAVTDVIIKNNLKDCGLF
# SMN2 splice up: increases expression of the SMN2 splice variant; Potency, µM (doses to about 46.1 µM), for the others: top-dose activity change, positive = activation, most hits filed as activators; AID 1458; 2.8% of 210,000 active; HEK293 SMN2-luciferase splicing reporter, luminescence, 30-36 h; also: % of control where 0% means no effect; nearly all actives have a fitted effect of over 55% in size
#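 HEK293 cells carry an SMN2 […]–luciferase reporter in which exon 7 inclusion puts luciferase in frame. Cells were plated 10-12 h before compound addition, then incubated 30-36 h at 37C. ONE-Glo luminescence was read; sodium butyrate at 4.5 mM final served as control.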
# * hit, by the source's call; i = inactive; ? = inconclusive; · = not tested or not shown; [ ] = dose if it differs, or a comment. Unless noted, calls follow the shape of the dose curve; as a rule, active = well fitted curve in the direction sought with a large enough effect; inconclusive = small, poorly fitted or top-dose-only effect, or another doubt; inactive = no such curve, though single readings can be large; an effect the other way counts as inactive or inconclusive. Potency is read from the fitted curve at half-maximal effect. An excerpt; rates above refer to the full screens.
1	Cn1nnc2c(NCc3ccco3)nccc21
2	CC(C)CC(C(=O)Nc1oc(-c2ccccc2)c(-c2ccccc2)c1C#N)N1C(=O)c2ccccc2C1=O (stereo unspecified)
3	Cc1cccc(-n2c(C)cc(/C=C3\NC(=O)NC3=O)c2C)c1
4	CC(NCc1ccccc1)C1COc2ccccc2O1 (stereo unspecified)
5	CCCC(=O)c1c[nH]c(C(=O)N2CCOCC2)c1
6	CN(C)C(CNS(=O)(=O)c1ccc(F)cc1)c1cccnc1 (stereo unspecified)
assay / compound	1	2	3	4	5	6
KDM4E inh	?	-2%	?	-14%	7%	-5%
RECQ1 helicase	0%	7%	i	i	21%	2%
IMPase Li cell	-14%[38.3 µM]	0%	·	20%[38.3 µM]	6%	14%[38.3 µM]
Epigenetic reg	-1.0%	-2.0%	-1.4%	0.8%	2.8%[10.1 µM]	0.0%
NPSR antagonist	3%[46.1 µM]	-2%[46.1 µM]	-30%	-2%[46.1 µM]	9%	-16%[46.1 µM]
KinaseGlo FLuc	-2%	-1%	·	-6%	0%	4%
RGS12 GoLoco inh	3%	8%	12%	7%	-2%	1%
SMN2 splice up	-6%	-14%	·	-19%	-15%	16%

7	O=S(=O)(c1ccc(F)cc1)N1CCN(Cc2ccccc2C(F)(F)F)CC1
8	O=C(Nc1cccnc1)OC1CCCC1
9	COc1ccccc1C1CC(c2ccccc2)=NN1S(=O)(=O)c1ccccc1 (stereo unspecified)
10	Cn1c(NC(=O)c2ccco2)c(-c2ccc(Cl)cc2)c(=O)c2ccccc21
11	O=C(CCN1C(=O)COc2ccccc21)N1CCN(c2ccccc2)CC1
12	S=C(NCc1ccco1)Nc1ccccc1
assay / compound	7	8	9	10	11	12
KDM4E inh	?	6%	6%	-2%	5%	3%
RECQ1 helicase	-16%	-7%	-24%	i	i	-10%
IMPase Li cell	16%	-7%	·	29%[38.3 µM]	4%	5%
Epigenetic reg	-1.0%	-2.2%	1.8%	2.2%	0.0%	-0.4%
NPSR antagonist	-26%	21%	-23%	-8%[46.1 µM]	-11%	-8%
KinaseGlo FLuc	4%	0%	·	2%	-4%	0%
RGS12 GoLoco inh	-5%	15%	79%[activator]	6%	-10%	7%
SMN2 splice up	-15%	22%	·	-4%	-9%	·

# An excerpt from above in order of the Epigenetic reg value, largest number first.
cpd	molecule	Epigenetic reg
10	Cn1c(NC(=O)c2ccco2)c(-c2ccc(Cl)cc2)c(=O)c2ccccc21	2.2%
9	COc1ccccc1C1CC(c2ccccc2)=NN1S(=O)(=O)c1ccccc1 (stereo unspecified)	1.8%
4	CC(NCc1ccccc1)C1COc2ccccc2O1 (stereo unspecified)	0.8%
11	O=C(CCN1C(=O)COc2ccccc21)N1CCN(c2ccccc2)CC1	0.0%
3	Cc1cccc(-n2c(C)cc(/C=C3\NC(=O)NC3=O)c2C)c1	-1.4%
2	CC(C)CC(C(=O)Nc1oc(-c2ccccc2)c(-c2ccccc2)c1C#N)N1C(=O)c2ccccc2C1=O (stereo unspecified)	-2.0%
8	O=C(Nc1cccnc1)OC1CCCC1	-2.2%

# Next part
13	C/C(Nc1ccccc1C(F)(F)F)=C1/CCOC1=O
14	COc1ccc2[nH]c(C(=O)Nc3ccc(F)cc3Br)cc2c1
15	C(CCc1nnc2c(n1)CCCC2)Cc1nnc2c(n1)CCCC2
16	O=C(c1ccsc1)N1CCN(C(=O)c2cccs2)CC1
17	Cc1nc(N(C)C)c2sc(=S)n(-c3ccccc3)c2n1
18	COc1ccccc1NC(=O)c1ccc(CN2CCOCC2)cc1
assay / compound	13	14	15	16	17	18
KDM4E inh	9%	?	·	1%	-3%	0%
RECQ1 helicase	-6%	-13%	·	-12%	i	i
IMPase Li cell	6%	·	14%	27%[38.3 µM]	2%	-13%[38.3 µM]
Epigenetic reg	8.1%	-0.3%	·	0.0%	-1.2%	-1.2%
NPSR antagonist	7%	?	·	1%[46.1 µM]	-2%	-4%[46.1 µM]
KinaseGlo FLuc	0%	·	-1%[7.66 µM]	0%	-1%	-4%
RGS12 GoLoco inh	-7%	10%	4%[14.2 µM]	6%	7%	-7%
SMN2 splice up	11%	·	0%[9.22 µM]	-12%	6%	7%

# By substructure, those above containing a halogen.
6	CN(C)C(CNS(=O)(=O)c1ccc(F)cc1)c1cccnc1 (stereo unspecified)
7	O=S(=O)(c1ccc(F)cc1)N1CCN(Cc2ccccc2C(F)(F)F)CC1
10	Cn1c(NC(=O)c2ccco2)c(-c2ccc(Cl)cc2)c(=O)c2ccccc21
13	C/C(Nc1ccccc1C(F)(F)F)=C1/CCOC1=O
14	COc1ccc2[nH]c(C(=O)Nc3ccc(F)cc3Br)cc2c1
assay / compound	6	7	10	13	14
KDM4E inh	-5%	?	-2%	9%	?
RECQ1 helicase	2%	-16%	i	-6%	-13%
IMPase Li cell	14%[38.3 µM]	16%	29%[38.3 µM]	6%	·
Epigenetic reg	0.0%	-1.0%	2.2%	8.1%	-0.3%
NPSR antagonist	-16%[46.1 µM]	-26%	-8%[46.1 µM]	7%	?
KinaseGlo FLuc	4%	4%	2%	0%	·
RGS12 GoLoco inh	1%	-5%	6%	-7%	10%
SMN2 splice up	16%	-15%	-4%	11%	·

# Following part.
19	CCc1ccc(OCC(=O)Nc2ccc(N3CCN(S(C)(=O)=O)CC3)cc2)cc1
20	O=C1NC(=S)N/C1=C/c1ccc(Oc2ccc(C(F)(F)F)cc2[N+](=O)[O-])c(Cl)c1
21	CC(=O)c1sc(NC(=O)c2ccccc2)nc1-c1ccccc1
22	CC12CCC(C)(c3nc4ccccc4nc31)C2(C)C
23	CCN(CC)C(CNS(=O)(=O)c1ccc(Cl)cc1)c1ccccc1 (stereo unspecified)
24	COc1ccc(-c2csc(Cc3nnc(N4CCOCC4)n3-c3ccccc3)n2)cc1OC
assay / compound	19	20	21	22	23	24
KDM4E inh	-11%	-2%	-13%	-2%	8%	2%
RECQ1 helicase	-10%	-11%	-4%	i	8%	0%
IMPase Li cell	2%	-6%	12%	-8%	21%	1%[38.3 µM]
Epigenetic reg	0.0%	0.9%	-6.6%	1.1%	-1.5%	1.9%
NPSR antagonist	-21%	12%	-39%	-6%	9%	-15%[46.1 µM]
KinaseGlo FLuc	-4%	-6%	-8%	-3%	0%	-5%
RGS12 GoLoco inh	22%	2%	-5%	0%	-7%	0%
SMN2 splice up	·	1%[1.84 µM]	13µM*	-1%	-5%	-18%

25	Cc1occc1C(=O)NCc1ccco1
26	O=C(C[n+]1cc(-c2ccc(F)cc2)n2c1CCC2)N1c2ccccc2Sc2ccccc21
27	CCn1c(C(=O)N2CCCC(C(=O)NCCCc3ccccc3)C2)cc2sccc21 (stereo unspecified)
28	COc1ccc(NC(=O)c2coc3ccccc23)cc1OC
29	Cc1cc(-c2ccccc2)nc(N(C)NC(=O)C2CC2)c1S(C)(=O)=O
30	O=C(NC(=S)Nc1cc(S(=O)(=O)N2CCOCC2)ccc1N1CCOCC1)c1ccco1
assay / compound	25	26	27	28	29	30
KDM4E inh	-2%	9%	2%	1%	7%	-9%
RECQ1 helicase	-8%	0%	-8%	i	i	-3%
IMPase Li cell	-1%	22%	16%	-8%[38.3 µM]	6%	3%
Epigenetic reg	0.0%	0.0%	-0.8%	-0.7%	-1.4%	-0.2%
NPSR antagonist	20%	2%	-15%[46.1 µM]	-3%[46.1 µM]	27%	-10%
KinaseGlo FLuc	-4%	-2%	3%	6%	-1%	1%
RGS12 GoLoco inh	7%	-10%	7%	1%	1%	-6%
SMN2 splice up	-3%	76%	-62%[inhibitor]	20%	-5%	2%

31	CCOc1ccc(CN(C)CC(=O)Nc2ccc(N3CCOCC3)cc2)cc1OC
32	CC(C)(C)OC(=O)[C@H](Cc1ccccc1)NC(=O)c1[nH]cnc1C(=O)Nc1cccc(Cl)c1
33	O=C(CCc1ccc(Oc2cc([N+](=O)[O-])cc([N+](=O)[O-])c2)cc1)N1CCCCCC1
34	COC(=O)c1c(NC(=O)C2CC(=O)NN2Cc2ccccc2)sc(C)c1C (stereo unspecified)
35	CC(=O)Oc1c(C)c(OC(C)=O)c2c(c1C(C)=O)OC1CC(=O)C(C(C)=O)=C(O)C21C (stereo unspecified)
36	CC(C)(C)NC(=O)c1cccc(NC(=O)Cc2cccs2)c1
assay / compound	31	32	33	34	35	36
KDM4E inh	1%	?	1%	-12%	-18%	-2%
RECQ1 helicase	5%	i	-5%	-3%	-1%	-7%
IMPase Li cell	11%	·	16%	-6%[38.3 µM]	·	3%
Epigenetic reg	1.0%	?	5.3%	-2.2%	0.6%	-1.8%
NPSR antagonist	10%	?	?	-22%[46.1 µM]	-11%	8%
KinaseGlo FLuc	1%	·	0%	-4%	·	-1%
RGS12 GoLoco inh	-16%	4%	-12%	8%	11%	4%
SMN2 splice up	9%	·	-31%[inhibitor]	-7%	·	·

37	COc1cccc2c1C(=O)CC(c1ccccc1)O2 (stereo unspecified)
38	COC(=O)C1=C(N)Oc2cc(C)[nH]c(=O)c2C1c1ccc(Cl)cc1 (stereo unspecified)
39	O=P(O)(CN1CCCCCC1)C1Cc2ccccc2C1
40	CCN(CC)C(=O)C(=O)N/N=C/c1ccc(F)cc1
41	CCOc1ccccc1CN1CCN(Cc2ccc(C)o2)C(CCO)C1 (stereo unspecified)
42	CCN(CC)C(=O)CN(C#N)c1nc(Cl)nc(N(C)C)n1
43	COc1ccccc1-n1c(C)nc2cc(C(=O)NCCN3CCOCC3)ccc21
assay / compound	37	38	39	40	41	42	43
KDM4E inh	?	9%	?	28%	-17%	-9%	6%
RECQ1 helicase	i	3%	-7%	i	-18%	i	-3%
IMPase Li cell	7%	·	·	3%	13%	5%	3%
Epigenetic reg	2.0%	0.0%	3.2%	-1.2%	1.1%	2.1%	-7.4%
NPSR antagonist	·	-5%	-14%	-4%	13%	4%	10%
KinaseGlo FLuc	-1%	·	·	1%	1%	-4%	-1%
RGS12 GoLoco inh	7%	0%	-3%	2%	8%	8%	45%[activator]
SMN2 splice up	·	·	·	·	·	·	-2%

# Screening data deposited in PubChem BioAssay by National Center for Advancing Translational Sciences (NCATS).
